LDHA inh = blocks human lactate dehydrogenase A | P00338 | purified LDHA, NADH/diaphorase-resazurin fluorescence; stronger effect = lower value | activity change, % (values are at about 110 or 230 µM) | 480,000 tested, 0.15% active | AID 1347041; in the data active = activity change below about -30%;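 note: plate controls were DMSO wells for no effect and wells without enzyme for full effect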
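Human LDH5 (2 nM) was incubated with 0.06 mM NADH and 0.2 mM pyruvate for 5 min at room temperature in Tris pH 7.4. Remaining NADH was coupled through diaphorase/resazurin, and resorufin fluorescence was read at 0 and 20 min.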
Numbers without * were called inactive. Not all compounds are listed (hit frequency here may not be typical).

LDHA inh	Molecule
11	CC(C)Cn1cnc2c1c(=O)n(CC(=O)NCc1ccc(Cl)cc1)c(=O)n2Cc1ccccc1
3	CCCCOC(=O)C(C)Oc1ccc2c(=O)c(Oc3ccccc3Br)coc2c1 (centres undefined)
9	CC(=O)c1cccc(Nc2nc3ccccc3nc2NS(=O)(=O)c2cccc(C)c2)c1
-13	COc1ccc(NC(=O)C2c3ccccc3OCC(=O)N2Cc2ccco2)cc1 (centres undefined)
16	CCCOc1ccccc1C(=O)N1CCC(c2nc3ccccc3o2)CC1
-6	Cc1ccc(-c2nc3ccccc3n2CCNC(=O)NCC(C)C)cc1
4	CCCc1c(-c2cccc(Cl)c2)ncn1CCc1ccccc1OC
6	Brc1ccc(-c2nc(-c3ccc4c(c3)OCO4)no2)o1
-7	COC(=O)c1cc(C(=O)OC)cc(-c2ccc(C=O)o2)c1
-4	CCn1cc(S(=O)(=O)N2CCCC(C(=O)NCc3c(Cl)cnn3CC)C2)c(C)n1 (centres undefined)
2	Cc1cccc(C(=O)N2CCN(Cc3nc(N)c4ccccc4n3)CC2)c1C
4	N#C/C(=C\c1ccc(O)c(I)c1)c1nc2ccccc2[nH]1
-10	CNC(=O)NC(=O)CSc1cc(C)c2cccc(C)c2n1
0	Cc1ccc(NS(=O)(=O)c2ccc3c(c2)CCO3)cc1C
5	CCCn1nc(C(=O)Nc2ccc(C(C)(C)C)cc2)c2ccccc2c1=O

(cont.)
LDHA inh	Molecule
1	N#C/C(C(=O)CCl)=C(/c1ccc(F)cc1)N1CCOCC1
-1	O=c1c(-c2ccccc2)nnc2sc(-c3cccc(F)c3)nn12
7	Cc1ccc2nc(/C(C#N)=C/c3ccco3)[nH]c2c1
3	S=C(NCc1ccncc1)NC1CC1
-1	CC(C)(C)NC(=O)C(c1ccccc1F)n1c(=O)c(-c2ccccc2)nc2ccccc21 (centres undefined)
4	COc1ccc2c(c1OC)C(=O)OC2Nc1nc(-c2ccc(C)cc2)cs1 (centres undefined)
22	COc1cccc(SC(C)C(=O)c2ccc3c(c2)NC(=O)CO3)c1 (centres undefined)
2	COC(=O)c1cc(NC(=O)c2ccc(OC(F)F)c(OC)c2)c(F)cc1F
13	CN(CC(=O)Nc1ccccc1C(F)(F)F)C(=O)COc1ccc2oc3c(c2c1)CCCC3
6	Oc1ccc(-c2nc(-c3ccc(Cl)s3)cs2)cc1
-2	COc1cc(/C=C(/C#N)c2nc3ccccc3[nH]2)ccc1OCCC(C)C
-21	COc1cc(/C=N/O)cc(Br)c1OC(C)=O
0	COc1ccc(S(=O)(=O)N2CCN(c3cc(N4CCCC4)nc(C)n3)CC2)cc1OC
20	O=[N+]([O-])c1cccc2ccc(/C=C/c3cccc(F)c3)nc12
14	CN(Cc1cccs1)C(=O)c1cc2ccccc2[nH]1

3 structures already listed, arranged by SMILES length, smallest number first.
LDHA inh	Molecule
-2	COc1cc(/C=C(/C#N)c2nc3ccccc3[nH]2)ccc1OCCC(C)C
2	COC(=O)c1cc(NC(=O)c2ccc(OC(F)F)c(OC)c2)c(F)cc1F
13	CN(CC(=O)Nc1ccccc1C(F)(F)F)C(=O)COc1ccc2oc3c(c2c1)CCCC3

Later entries:
LDHA inh	Molecule
1	Cc1cc(Cl)ccc1NC(=O)CSc1ncnc2ccccc12
10	CCC(=O)NC(c1cc(Cl)c2cccnc2c1O)c1cccn1C (centres undefined)
4	O=C1CCCC2=C1C1(CCCOC1)N=C(Nc1nc3ccccc3o1)N2 (centres undefined)
-3	O=c1oc2ccccc2c(NCC2CCCCC2)c1NS(=O)(=O)c1ccc(Cl)cc1
-2	O=C(O)C(C(=O)/C=C/c1ccc(Cl)cc1)=C1SCCS1
-17	CCCCN(Cc1ccccc1)c1ccc(NS(=O)(=O)c2cc(C)cc(C)c2)cc1C(=O)O
-4	Cc1cccc(C)c1-n1nnnc1C1c2ccccc2C(=O)N1C1CC1 (centres undefined)
10	COc1cc(OC)cc(N2C(=O)c3cc(-c4cccs4)nn3CC2(C)C(=O)NC2CCCCC2)c1 (centres undefined)
9	CN(C)c1cc(CNC(=O)Cc2ccccc2F)ccn1
10	O=C1/C(=C/c2ccc3ccccc3c2)COc2ccccc21
1	CCn1c(-n2nc(C)cc2C)nc2c1c(=O)n(Cc1ccccc1Cl)c(=O)n2C
3	COc1cc(C)c(S(=O)(=O)Nc2ccc(Nc3cc(N4CCCC4)nc(C)n3)cc2)cc1C
0	CCc1nnc(NC(=O)c2cc(=O)c3cc(C)cc(C)c3o2)s1
3	Cc1cc(=O)n2c(C(=O)Nc3cccc(Cl)c3)c(C(=O)Nc3ccccc3)sc2n1
16	CC(Sc1n[nH]c(-c2cccs2)n1)C(=O)Nc1cccc(Cl)c1Cl (centres undefined)

Next results follow.
LDHA inh	Molecule
-1	CCCCCn1nc(C(=O)N2CCC(C(=O)Nc3ccc4c(c3)OCO4)CC2)c2ccccc2c1=O
0	CS(=O)(=O)c1ccc(OCC(=O)c2ccc(F)cc2)cc1
3	CC(=O)N1CCc2nc3sc(C(=O)Nc4cccc(F)c4)c(N)c3c(C(F)(F)F)c2C1
-20	COc1cccc(CNC(=O)CC2CCN(C(=O)c3[nH]c(C)cc3C)CC2)c1
11	CC(Nc1nc2c(c(=O)[nH]c(=O)n2C)n1CCCc1ccccc1)c1ccccc1 (centres undefined)
1	CCC(C)C(=O)NCCc1ccsc1 (centres undefined)
13	O=C1C(=O)N(C2CC2)C(=O)N1Cc1ncc(-c2cccc(Cl)c2)o1
-19	COc1ccc(NC(=O)CSC2=Nc3ccccc3C3=NC(C)C(=O)N23)cc1Cl (centres undefined)
10	Cc1ccc(NC(=O)c2ccc3[nH]c(C)c(C)c3c2)cc1
1	CCCCCC(=O)N/N=C/c1ccc(C(C)C)cc1
-3	COC(=O)[C@@]1(Sc2ccc(C)cc2)CC(=O)N(C(=O)/C=C/c2ccccc2)[C@@H]1c1ccccc1
7	Cc1cc(C)c2oc(C(=O)N(Cc3ccco3)c3ccccn3)cc(=O)c2c1
-3	O=C(CCNC(=O)C1CCCC1)NCCc1ccsc1
5	Cc1cc(O)c(C2CCCCC2)cc1C1CCCCC1
2	CC1CCC/C(=N/NC(=S)Nc2ccccc2)C1 (centres undefined)

More compounds
LDHA inh	Molecule
3	Cc1ccccc1C(=O)NC(c1ccc(Cl)cc1)c1cccnc1 (centres undefined)
2	O=C(CSc1nc2ccccc2s1)Nc1cc(F)ccc1F
1	O=C(Cn1cnc2c(Cl)cc(Cl)cc2c1=O)N1CCCC1c1ccc2c(c1)OCCO2 (centres undefined)
-2	Cc1cccc(S(=O)(=O)Nc2nc3ccccc3nc2Nc2ccc(C)c(F)c2)c1
0	COc1ccccc1-c1c(NC(=O)c2ccco2)n(-c2ccccc2)nc(C)c1=O
2	NC(=S)N/N=C/c1cc(-c2ccccc2)[nH]c1-c1ccccc1
4	CCCCn1c(O)c(C2=Nc3ccccc3SC(c3cccc(O)c3)C2)c(=O)[nH]c1=O (centres undefined)
1	CCc1ccc(OC(=O)c2ccccc2C)c(Br)c1
-6	CC(C)Cn1c(=O)c2ccccc2n2c(SCC(=O)Nc3cccc(F)c3)nnc12
-5	COc1ccccc1C1CC(=O)Nc2c1sc(C(=O)O)c2-c1ccc(F)cc1 (centres undefined)
8	Cc1ccccc1NC(=O)c1cc2c(=O)n3cccc(C)c3nc2n1Cc1ccccc1
20	COc1ccc(-c2nc(C#N)c(N3CCCCC3)o2)cc1OC
3	CCC(C)(C)C1CCC(NC(=O)C(=O)Nc2cccc(Cl)c2C)CC1 (centres undefined)
-1	O=C(Cn1cc(C(F)(F)F)cc(Cl)c1=O)Nc1cc(Cl)ccc1Cl
10	CSc1cccc(NC(=O)CNc2ccccc2C(=O)NC2CC2)c1

Continued:
LDHA inh	Molecule
14	CCOC(=O)C1C(=O)C=C(c2ccco2)CC1c1ccccc1 (centres undefined)
-6	O=C(OCc1cc(-c2ccccc2)no1)c1cc(Cl)c[nH]1
11	O=C1CC(C(=O)Nc2ccccc2C(F)(F)F)n2nc(SCc3ccccc3)nc2N1 (centres undefined)
-2	Cc1cc2oc(=O)cc(CN(C)Cc3cccs3)c2cc1C
3	O=C(CCCC(=O)N1CCC(c2noc3ccc(F)cc23)CC1)N1CCSCC1
-3	CCCc1cc(=O)n2nc(N(C)CC(=O)Nc3cc(Cl)ccc3C)sc2n1
6	O=C(CN1CCN(c2nccs2)CC1)NCc1cccc(Cl)c1
-1	CNC(=O)CCc1nc(-c2ccccc2)c(-c2ccccc2)o1
11	COCCN(CCOC)C(=O)/C=C/c1ccsc1
3	S=C(Nc1ccc(Cl)c(Cl)c1)NC1CC1
13	CCOC1CCNCC1
8	CC1C2CC(C/C2=N/O)C1(C)C (centres undefined)
10	CC1=CC(=C(C#N)C#N)CC(C)(C)C1
-2	O=C(OCc1cc(=O)oc2cc(O)ccc12)c1ccc(N2CCOCC2)nc1
-4	O=C(CSc1nccc(-c2ccc(F)cc2)n1)Nc1ccc(OC(F)F)cc1

Following part.
LDHA inh	Molecule
-2	CCCCOC(=O)C(C)Oc1ccc2c(=O)c(-c3ccccc3)coc2c1 (centres undefined)
-3	COc1ccc(NC(=O)C(c2cccc3ccccc23)n2c(=O)c(-c3ccco3)nc3ccccc32)cc1 (centres undefined)
0	O=C(CN1CCCNCC1)N1CCCC1
6	CCCc1c(C)nc2ncnn2c1Nc1cccc(C)c1
0	CCc1ccc(NC(=O)C2CCN(c3ncnc4c3sc3ncccc34)CC2)cc1
0	CC(C)(C)NS(=O)(=O)c1cccc(NC(=O)c2ccccc2)c1
6	Cc1nn(-c2ccccc2)c(C)c1CN(C)S(=O)(=O)c1c(Cl)cccc1Cl
-1	Cc1ccc(C(=O)/C=C/c2cccc(/C=C/C(=O)c3ccc(C)o3)c2)o1
-2	COc1ccc(/C=C2\N=C(SC)SC2=O)cc1
1	Nc1ncnc(Nc2ccc(Cl)cc2)c1[N+](=O)[O-]
2	Cc1ccc(NC(=O)CCn2cnc3c2c(=O)n(C)c(=O)n3C)c(C)c1
1	COc1ccc(Cl)cc1NC(=O)CSc1nnc(-n2nc(C)cc2C)n1N
-3	O=C(CCCOC(=O)c1cc2ccccc2[nH]1)c1ccccc1
-1	Cc1ccccc1Cn1c(Cl)nc2c1c(=O)n(C)c(=O)n2C
-3	COc1ccc(N2C(=O)C(C)(C)CS2(=O)=O)cc1S(=O)(=O)Nc1ccc(F)c(Cl)c1

Carrying on:
LDHA inh	Molecule
-3	Cc1ccc(/C=N/Nc2ccc(Cl)c(Cl)c2)cc1
-6	O=C(COc1ccc(Cl)cc1Cl)OCC(=O)c1ccc(Br)cc1
-2	c1coc(CNC23CC4CC(CC(C4)C2)C3)c1
-4	COCC(C)NC(=O)c1cccc2c(=O)c(C)c(-c3ccccc3)oc12 (centres undefined)
-3	O=C(NCc1ccccc1)C1c2ccccc2OCC(=O)N1CCc1ccccc1 (centres undefined)
-10	O=C(O)c1cc(NC(=O)c2ccc(Cl)s2)cc(C(=O)O)c1
-2	CCOC(=O)c1sc2nc(C(C)N3CCOCC3)[nH]c(=O)c2c1C (centres undefined)
-9	Cc1nc(NC(=O)c2ccccc2)sc1-c1csc(Nc2cccc(Br)c2)n1
3	COc1ccc(-c2nc(CS(=O)CC(=O)NCc3ccccc3)c(C)o2)cc1 (centres undefined)
0	Cc1ccc(CN2CCCC2)cc1
4	COc1ccc(CC(=O)Nc2nonc2-c2ccc3c(c2)CCCC3)cc1
-6	Cc1c(C#N)c(NC(=O)CN2CCC(C(=O)N3CCCCCC3)CC2)n(C2CCCCC2)c1C
4	O=S1(=O)N=C(Oc2ccc3ccccc3c2)c2ccccc21
-2	CCC(=O)N1N=C(c2ccccc2NS(C)(=O)=O)CC1c1ccco1 (centres undefined)
-3	CC(=O)NCCc1ccc(C(=O)COc2c(Cl)cccc2Cl)s1

A second format for some results above:
SMILES,LDHA inh
CC(C)Cn1cnc2c1c(=O)n(CC(=O)NCc1ccc(Cl)cc1)c(=O)n2Cc1ccccc1,11
CCCCOC(=O)C(C)Oc1ccc2c(=O)c(Oc3ccccc3Br)coc2c1 (centres undefined),3
CC(=O)c1cccc(Nc2nc3ccccc3nc2NS(=O)(=O)c2cccc(C)c2)c1,9
COc1ccc(NC(=O)C2c3ccccc3OCC(=O)N2Cc2ccco2)cc1 (centres undefined),-13
CCCOc1ccccc1C(=O)N1CCC(c2nc3ccccc3o2)CC1,16
Cc1ccc(-c2nc3ccccc3n2CCNC(=O)NCC(C)C)cc1,-6
CCCc1c(-c2cccc(Cl)c2)ncn1CCc1ccccc1OC,4
Brc1ccc(-c2nc(-c3ccc4c(c3)OCO4)no2)o1,6
COC(=O)c1cc(C(=O)OC)cc(-c2ccc(C=O)o2)c1,-7
CCn1cc(S(=O)(=O)N2CCCC(C(=O)NCc3c(Cl)cnn3CC)C2)c(C)n1 (centres undefined),-4
Cc1cccc(C(=O)N2CCN(Cc3nc(N)c4ccccc4n3)CC2)c1C,2
N#C/C(=C\c1ccc(O)c(I)c1)c1nc2ccccc2[nH]1,4
CNC(=O)NC(=O)CSc1cc(C)c2cccc(C)c2n1,-10
Cc1ccc(NS(=O)(=O)c2ccc3c(c2)CCO3)cc1C,0
CCCn1nc(C(=O)Nc2ccc(C(C)(C)C)cc2)c2ccccc2c1=O,5
N#C/C(C(=O)CCl)=C(/c1ccc(F)cc1)N1CCOCC1,1

More entries follow.
LDHA inh	Molecule
8	c1cncc(-c2nc(NCc3ccncc3)c3ccccc3n2)c1
11	CN(C)CCNC(=O)CC1CCN(C(=O)c2nnc(C(=O)Nc3cccc(Cl)c3)s2)CC1
-5	CCCCN1C(=O)C(=O)N(Cc2cc(=O)oc3cc(C)ccc23)C1=O
11	Cc1[nH]c(C=O)c(C)c1C#N
-3	Cc1cc(Cl)ccc1OCCCc1n[nH]c(=S)n1Cc1ccccc1
3	Cc1cc(C23CC4CC(CC(C4)C2)C3)ccc1O
17	CC(C)C(=O)Nc1ccc(Cl)cc1F
2	CCCc1ccc(C(=O)COC(=O)c2ccc3ccccc3c2)cc1
8	CCOC(=O)c1c(C)c(CCC(=O)NCCN2CCOCC2)c(C)n1C
1	CCCn1nc(C(=O)Nc2sc3c(c2C#N)CCCC3)c2ccccc2c1=O
-15	CC(=O)c1ccc(NCC(=O)N2N=C(c3ccc(C)o3)CC2c2cccs2)cc1 (centres undefined)
2	COc1ccc2oc(C)c(C(=O)OC(C)C)c2c1
-8	CCCCn1c(=O)[nH]c(=O)c2c1nc(CSc1nnnn1-c1ccc(C)cc1)n2CCC

Screening data deposited in PubChem by National Center for Advancing Translational Sciences (NCATS).
